Bioassay records (PubChem)
Neddylation inh: blocks human cullin neddylation. AID 651699. P61081+Q13564. TR-FRET cullin neddylation, biochemical. calls only at 25 µM. 0.58% of 360,000 active; in the data active = inhibition above about 36%
Target sequence (P61081 whole entry, looked up): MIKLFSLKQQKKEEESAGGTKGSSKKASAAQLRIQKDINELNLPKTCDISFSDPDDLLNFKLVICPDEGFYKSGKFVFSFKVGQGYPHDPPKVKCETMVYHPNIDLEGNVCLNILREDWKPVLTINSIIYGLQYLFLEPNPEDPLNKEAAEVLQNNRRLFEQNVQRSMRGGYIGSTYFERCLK
Target sequence (Q13564 whole entry, looked up): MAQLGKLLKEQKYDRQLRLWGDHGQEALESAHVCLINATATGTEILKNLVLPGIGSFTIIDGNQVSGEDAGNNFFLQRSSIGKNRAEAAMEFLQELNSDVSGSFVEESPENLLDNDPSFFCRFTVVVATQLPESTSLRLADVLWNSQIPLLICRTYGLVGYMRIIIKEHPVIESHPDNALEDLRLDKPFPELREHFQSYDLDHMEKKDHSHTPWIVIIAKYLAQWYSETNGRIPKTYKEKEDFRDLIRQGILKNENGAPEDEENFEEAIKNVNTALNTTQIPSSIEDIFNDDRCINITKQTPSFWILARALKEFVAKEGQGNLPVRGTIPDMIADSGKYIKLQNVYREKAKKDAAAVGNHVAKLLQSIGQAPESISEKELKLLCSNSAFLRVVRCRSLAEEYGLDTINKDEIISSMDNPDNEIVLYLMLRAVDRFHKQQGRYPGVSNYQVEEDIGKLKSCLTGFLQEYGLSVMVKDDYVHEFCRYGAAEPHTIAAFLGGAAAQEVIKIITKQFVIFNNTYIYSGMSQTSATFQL
FAS-TE inh: FAS thioesterase (human) inhibition; recombinant FAS-TE, OMFH fluorogenic substrate, fluorescence endpoint; AID 602261; P49327; inhibition, % at 15 µM; 0.67% of 360,000 active;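 active = compounds whose normalised, plate-corrected inhibition of enzyme fluorescence in the single-dose primary screen is 50% or more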;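 note: 0% = DMSO with enzyme and 100% = substrate without enzyme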
PABP1 MLLE inh: blocks PAM2 peptide binding to the PABP1 MLLE domain; 0.36% of 360,000 active; GST-MLLE / FITC-PAM2 fluorescence polarization; inhibition, % at 20 µM; P11940; in the data active = inhibition above about 35%, passing the limit was not always enough;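 note: plate controls were DMSO wells with GST-MLLE for no effect and wells lacking GST-MLLE protein for full effect; some results filed as inactive read as strong as hits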
SKN-1 inh: inhibitors of C. elegans SKN-1; 0.49% of 360,000 active; C. elegans VP596 Pgst-4::GFP/RFP ratio, acrylamide-induced, 24 h; AID 624304; inhibition, % at 21.8 µM;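 active = interference check ratio from 0.5 to 1.5 plus GFP to RFP signal ratio inhibition reaching or exceeding a fixed threshold, cut at about 30% in these data, passing the limit was not always enough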; note: some compounds called inactive have numbers as strong as hits
MT1-MMP act inh: blocks activation of human MT1-MMP. P50281. HT1080 RFP-PRO-GFP cells, GFP/RFP ratio fluorescence, overnight; percent of plate control window, DMSO zero. GFP/RFP ratio change, % at 20 µM. 0.061% of 360,000 active. AID 651647;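 active = GFP/RFP ratio change of at least 30% with cell ATP level not reduced by more than half and red fluorescence within 50% of control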; note: strong numbers were not always called active
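Test system: HT1080 cells expressing an RFP-PRO-GFP fluorescent reporter construct / Compound dosing: single-point 20 µM compound, 1% DMSO / Schedule: cells overnight before dosing, compound overnight, 37 °C, 5% CO2 / Evaluation: GFP/RFP fluorescence ratio / Control set: DMSO and RFP-L50D-GFP cell wells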
Rpn11 block: blocks the human proteasome subunit Rpn11. O00487. human 26S proteasome, Ub4-pepOG fluorescence polarization; 20S core pre-blocked with epoxomicin. calls only at 20 µM. 0.59% of 360,000 active. AID 588493;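 active = inhibition at 20 µM, scaled to each plate's controls, above about 33%, limit read from the data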
Target sequence (O00487 whole entry, looked up): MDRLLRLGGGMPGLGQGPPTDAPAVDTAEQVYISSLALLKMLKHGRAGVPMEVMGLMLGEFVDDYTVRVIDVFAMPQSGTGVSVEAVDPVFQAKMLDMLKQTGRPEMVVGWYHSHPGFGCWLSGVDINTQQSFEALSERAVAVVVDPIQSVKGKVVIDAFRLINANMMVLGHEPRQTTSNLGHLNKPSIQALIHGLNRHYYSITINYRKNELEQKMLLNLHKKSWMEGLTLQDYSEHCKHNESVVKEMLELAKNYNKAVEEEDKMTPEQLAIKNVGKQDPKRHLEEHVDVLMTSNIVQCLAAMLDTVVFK
Rin1 Abl inh: human Rin1-Abl interaction inhibition; AID 588664; 0.4% of 360,000 active; P00519+Q13671; TR-FRET Rin1/Abl binding, biochemical; inhibition, % at 7.35 µM; in the data active = inhibition above about 5%, passing the limit was not always enough
NadD inh: inhibitors of Staphylococcus aureus NadD. purified NadD enzyme, colorimetric absorbance read-out. inhibition, % at 20 µM. 0.78% of 360,000 active. AID 602399; in the data active = inhibition above about 26%; note: some compounds past the cut are filed as inactive
CSN inh: CSN deneddylation inhibition | Q92905 | Purified CSN, SCF-Nedd8-OG deneddylation, fluorescence polarization | inhibition, % at 12.5 µM | AID 651999 | 0.38% of 360,000 active;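 active = pattern-corrected inhibition above about 35%, with an unprinted fluorescence ratio check between 0.5 and 1.5, limit read from the data, passing the limit was not always enough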;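 note: 0% = enzyme with substrate and 100% = substrate without enzyme; some results filed as inactive read as strong as hits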
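Assay system: purified human Csn5 enzyme expressed in HEK293T cells; measure: % inhibition; also added: SCFSkp2-Nedd8OG substrate at 10 nM final; technique: fluorescence polarization; times: reaction 90 min, room temperature; medium: Tris buffer pH 7.5, NaCl, DTT, Tween-20, trehalose, ovalbumin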
* = called active by the depositor.

How did Cc1ccc(-n2ncc(C(=O)NC3CC3)c2C2CCN(C(=O)OC(C)(C)C)CC2)cc1 do in these assays?
Neddylation inh: inactive; FAS-TE inh: -1.6; PABP1 MLLE inh: 8.2; SKN-1 inh: 10.0; MT1-MMP act inh: 1.3; Rpn11 block: inactive; Rin1 Abl inh: 0.9; NadD inh: 4.6; CSN inh: 5.1

What do the screens show for `O=C(NC(=S)Nc1cc(C(F)(F)F)ccc1Cl)c1ccccc1`?
Neddylation inh: inactive; FAS-TE inh: 10.3; PABP1 MLLE inh: 15.6; SKN-1 inh: 26.0; MT1-MMP act inh: -2.0; Rpn11 block: inactive; Rin1 Abl inh: -3.8; NadD inh: -7.1; CSN inh: -3.3

What do the screens show for `Cc1ccc(S(=O)(=O)N2CCCCC2)cc1C(=O)OC1CCCCC1=O` (centres undefined)?
Neddylation inh: inactive; FAS-TE inh: 6.0; PABP1 MLLE inh: -7.8; SKN-1 inh: -3.9; MT1-MMP act inh: 1.3; Rpn11 block: inactive; Rin1 Abl inh: -3.9; NadD inh: -2.1; CSN inh: -6.8

How did CCSCc1nnc(SCC(=O)c2ccc(OC)cc2)n1C do in these assays?
Neddylation inh: inactive; FAS-TE inh: -8.4; PABP1 MLLE inh: 16.8; SKN-1 inh: -20.5; MT1-MMP act inh: 0.0; Rpn11 block: inactive; Rin1 Abl inh: 1.8; NadD inh: 5.1; CSN inh: -4.4

How did CCNc1ccc(C(=O)OCC(=O)NCc2ccccc2Cl)cc1[N+](=O)[O-] do in these assays?
Neddylation inh: inactive; FAS-TE inh: 11.0; PABP1 MLLE inh: 1.5; SKN-1 inh: 7.2; MT1-MMP act inh: 2.0; Rpn11 block: inactive; Rin1 Abl inh: 1.0; NadD inh: -4.6; CSN inh: 5.1

How did Cc1cc(C(=O)Nc2ccc(Cl)cc2)c(C)n1-c1ccccc1 do in these assays?
Neddylation inh: inactive; FAS-TE inh: 33.4; PABP1 MLLE inh: -15.6; SKN-1 inh: 5.7; MT1-MMP act inh: 1.2; Rpn11 block: inactive; Rin1 Abl inh: 0.7; NadD inh: -0.4; CSN inh: 2.6

What do the screens show for `CCc1ccc(C)c(OC(=O)c2cncc(Br)c2)c1`?
Neddylation inh: inactive; FAS-TE inh: 12.3; PABP1 MLLE inh: 4.4; SKN-1 inh: 3.3; MT1-MMP act inh: 0.6; Rpn11 block: inactive; Rin1 Abl inh: 0.4; NadD inh: -4.0; CSN inh: 1.9

Results for Cc1nc(NS(=O)(=O)c2ccccc2)sc1NC(=O)OC(C)C ?
Neddylation inh: inactive; FAS-TE inh: -3.6; PABP1 MLLE inh: 38.6*; SKN-1 inh: 7.7; MT1-MMP act inh: 0.7; Rpn11 block: inactive; Rin1 Abl inh: -0.6; NadD inh: 1.2; CSN inh: -2.0

What do the screens show for `COc1cc(OC)cc(-c2nnc(SCc3c(F)cccc3Cl)o2)c1`?
Neddylation inh: inactive; FAS-TE inh: 35.6; PABP1 MLLE inh: 3.0; SKN-1 inh: 9.9; MT1-MMP act inh: -3.4; Rpn11 block: inactive; Rin1 Abl inh: -0.8; NadD inh: 5.1; CSN inh: 6.3

Results for Cc1ccc(C(=O)N2CCN(c3ccc(NC(=O)Cc4ccccc4)cc3)CC2)cc1 ?
Neddylation inh: inactive; FAS-TE inh: 3.5; PABP1 MLLE inh: 1.6; SKN-1 inh: 25.7; MT1-MMP act inh: 10.0; Rpn11 block: inactive; Rin1 Abl inh: -0.5; NadD inh: -5.0; CSN inh: -4.4

How did COc1ccc(OC)c(C(=O)c2ccccc2)c1 do in these assays?
Neddylation inh: inactive; FAS-TE inh: -0.8; PABP1 MLLE inh: -9.9; SKN-1 inh: 10.2; MT1-MMP act inh: 9.5; Rpn11 block: inactive; Rin1 Abl inh: -14.2; NadD inh: 0.5; CSN inh: 0.2

How did C[n+]1ccccc1/C=C/c1ccc(C#N)cc1 do in these assays?
Neddylation inh: inactive; FAS-TE inh: -4.6; PABP1 MLLE inh: -93.4; SKN-1 inh: 2.2; MT1-MMP act inh: 2.2; Rpn11 block: inactive; Rin1 Abl inh: 1.6; NadD inh: 16.3; CSN inh: 1.2

For reference, some entries already given.
How did COc1ccc(OC)c(C(=O)c2ccccc2)c1 do in these assays?
Neddylation inh: inactive; FAS-TE inh: -0.8; PABP1 MLLE inh: -9.9; SKN-1 inh: 10.2; MT1-MMP act inh: 9.5; Rpn11 block: inactive; Rin1 Abl inh: -14.2; NadD inh: 0.5; CSN inh: 0.2

How did C[n+]1ccccc1/C=C/c1ccc(C#N)cc1 do in these assays?
Neddylation inh: inactive; FAS-TE inh: -4.6; PABP1 MLLE inh: -93.4; SKN-1 inh: 2.2; MT1-MMP act inh: 2.2; Rpn11 block: inactive; Rin1 Abl inh: 1.6; NadD inh: 16.3; CSN inh: 1.2

(listing goes on)
How did CC(C)CC(O)(CC(C)C)C(=O)NNc1ccccc1 do in these assays?
Neddylation inh: inactive; FAS-TE inh: -3.8; PABP1 MLLE inh: 6.1; SKN-1 inh: 0.9; MT1-MMP act inh: 7.6; Rpn11 block: inactive; Rin1 Abl inh: 0.5; NadD inh: 3.8; CSN inh: -3.5

What do the screens show for `O=C(NCc1ccccn1)C1CN(S(=O)(=O)c2ccccc2)CCN1S(=O)(=O)c1ccccc1` (centres undefined)?
Neddylation inh: inactive; FAS-TE inh: -3.4; PABP1 MLLE inh: -6.7; SKN-1 inh: 8.0; MT1-MMP act inh: -0.1; Rpn11 block: inactive; Rin1 Abl inh: -0.3; NadD inh: -3.7; CSN inh: -2.3

How did Cc1ccc(CSc2nnc(-c3cnccn3)n2C)cc1 do in these assays?
Neddylation inh: inactive; FAS-TE inh: -2.1; PABP1 MLLE inh: -11.0; SKN-1 inh: 4.6; MT1-MMP act inh: 2.9; Rpn11 block: inactive; Rin1 Abl inh: 0.1; NadD inh: 0.9; CSN inh: 2.8

How did Cc1cnc(NC(=O)CSc2ccc(Cl)cc2)s1 do in these assays?
Neddylation inh: inactive; FAS-TE inh: 7.3; PABP1 MLLE inh: 0.9; SKN-1 inh: 7.7; MT1-MMP act inh: -3.1; Rpn11 block: inactive; Rin1 Abl inh: -1.4; NadD inh: -8.8; CSN inh: -1.4

How did CCC(=O)Nc1cccc(-c2cn3ccsc3n2)c1 do in these assays?
Neddylation inh: inactive; FAS-TE inh: -0.9; PABP1 MLLE inh: 0.7; SKN-1 inh: 6.8; MT1-MMP act inh: 3.2; Rpn11 block: inactive; Rin1 Abl inh: -3.1; NadD inh: -7.3; CSN inh: -0.9

Results for O=C(O)Cn1c(CCS(=O)(=O)c2ccc(Br)cc2)nc2ccccc21 ?
Neddylation inh: inactive; FAS-TE inh: -2.9; PABP1 MLLE inh: 4.0; SKN-1 inh: -7.8; MT1-MMP act inh: 1.7; Rpn11 block: inactive; Rin1 Abl inh: -1.1; NadD inh: -0.6; CSN inh: 1.9

Results for CCn1cc(-c2cc(C(=O)O)c3ccccc3n2)c(C)n1 ?
FAS-TE inh: -12.2; PABP1 MLLE inh: 20.8; SKN-1 inh: -3.7; MT1-MMP act inh: -0.8; Rpn11 block: inactive; Rin1 Abl inh: 2.1; NadD inh: 0.9; CSN inh: 0.2

How did Cc1cccc(CSCc2ccc(C(=O)NC(C)C)o2)c1 do in these assays?
Neddylation inh: inactive; FAS-TE inh: -2.6; PABP1 MLLE inh: -5.0; SKN-1 inh: -10.2; MT1-MMP act inh: 0.1; Rpn11 block: inactive; Rin1 Abl inh: 1.0; NadD inh: -2.6; CSN inh: 0.0

Results for Cc1ccc(C)c(OCC(O)CN2CCC(Cc3ccccc3)CC2)c1 (centres undefined) ?
Neddylation inh: inactive; FAS-TE inh: -18.0; PABP1 MLLE inh: -9.0; SKN-1 inh: 11.3; MT1-MMP act inh: 2.0; Rpn11 block: inactive; Rin1 Abl inh: -0.6; NadD inh: -8.0; CSN inh: 0.2

How did CCCn1nc(CC(=O)OCC)c2ccccc2c1=O do in these assays?
Neddylation inh: inactive; FAS-TE inh: -9.0; PABP1 MLLE inh: -2.3; SKN-1 inh: -9.7; MT1-MMP act inh: -2.4; Rpn11 block: inactive; Rin1 Abl inh: -7.6; NadD inh: 0.2; CSN inh: -0.9

Results for Cc1cc(C(=O)c2ccc(C(C)(C)C)cc2)c(NC(=O)CCl)s1 ?
Neddylation inh: inactive; FAS-TE inh: 16.9; PABP1 MLLE inh: 4.9; SKN-1 inh: -5.6; MT1-MMP act inh: -9.7; Rpn11 block: inactive; Rin1 Abl inh: 3.4; NadD inh: -2.9; CSN inh: -8.2

How did COC(=O)c1ccc(C(=O)OC)c(NC(=O)CSCc2ccc(Cl)cc2)c1 do in these assays?
Neddylation inh: inactive; FAS-TE inh: 22.7; PABP1 MLLE inh: 0.2; SKN-1 inh: 3.9; MT1-MMP act inh: -0.9; Rpn11 block: inactive; Rin1 Abl inh: 0.3; NadD inh: -4.5; CSN inh: 6.6

Results for Cc1cccc(NC(=O)Cn2nnc(-c3cccs3)n2)c1C ?
Neddylation inh: inactive; FAS-TE inh: -9.2; PABP1 MLLE inh: 2.0; SKN-1 inh: -3.0; MT1-MMP act inh: -1.7; Rpn11 block: inactive; Rin1 Abl inh: -1.4; NadD inh: 2.0; CSN inh: -1.9

Results for C=CCc1cccc(Cl)c1OCCON1C(=O)CCC1=O ?
Neddylation inh: inactive; FAS-TE inh: -3.5; PABP1 MLLE inh: -2.4; SKN-1 inh: 0.2; MT1-MMP act inh: -2.9; Rpn11 block: inactive; Rin1 Abl inh: 0.9; NadD inh: 3.9; CSN inh: 4.5

What do the screens show for `CN1C(=O)[C@H]2[C@@H](c3ccccc3)N[C@]3(CCCN(Cc4ccco4)C3=O)[C@H]2C1=O`?
Neddylation inh: inactive; FAS-TE inh: -5.0; PABP1 MLLE inh: 9.8; SKN-1 inh: 4.8; MT1-MMP act inh: 3.9; Rpn11 block: inactive; Rin1 Abl inh: 1.6; NadD inh: 3.7; CSN inh: -4.2

How did CCOC(=O)c1nnc2cc(-c3ccccc3)nn2c1C do in these assays?
Neddylation inh: inactive; FAS-TE inh: -1.2; PABP1 MLLE inh: 12.9; SKN-1 inh: 20.2; MT1-MMP act inh: -1.8; Rpn11 block: active; Rin1 Abl inh: -4.0; NadD inh: 0.1; CSN inh: -0.1

What do the screens show for `O=S(=O)(NCc1ccccc1)c1ccc(S(=O)(=O)N(Cc2cccs2)CC2CCCO2)cc1` (centres undefined)?
Neddylation inh: inactive; FAS-TE inh: -0.1; PABP1 MLLE inh: 5.7; SKN-1 inh: -2.8; MT1-MMP act inh: -2.6; Rpn11 block: inactive; Rin1 Abl inh: 1.9; NadD inh: -0.1; CSN inh: 0.9

Results for COc1ccccc1N1CCN(C(=O)c2cccc(N3C(=O)NC4CC3(C)Oc3ccccc34)c2)CC1 (centres undefined) ?
Neddylation inh: inactive; FAS-TE inh: -8.2; PABP1 MLLE inh: -3.0; SKN-1 inh: -2.9; MT1-MMP act inh: 0.4; Rpn11 block: inactive; Rin1 Abl inh: -2.2; NadD inh: 4.3; CSN inh: -1.0

How did Cc1cccc(NC(=O)c2cc([N+](=O)[O-])ccc2N2CCCCC2)n1 do in these assays?
Neddylation inh: inactive; FAS-TE inh: 33.7; PABP1 MLLE inh: 0.9; SKN-1 inh: -0.6; MT1-MMP act inh: 3.2; Rpn11 block: inactive; Rin1 Abl inh: -3.8; NadD inh: -6.3; CSN inh: -6.3

What do the screens show for `O=C(C[C@H]1C/C=C/CC[C@H](Cc2ccc(F)cc2)C(=O)O[C@H](c2ccccc2)CNC1=O)NCCO`?
Neddylation inh: inactive; FAS-TE inh: -6.0; PABP1 MLLE inh: -2.8; SKN-1 inh: -0.6; MT1-MMP act inh: -2.9; Rpn11 block: inactive; Rin1 Abl inh: 0.1; NadD inh: -1.5; CSN inh: -1.8
